ALOX12 inh – blocks human arachidonate 12S-lipoxygenase | P18054 | purified 12hLO, xylenol orange hydroperoxide absorbance | Potency, µM (series often up to 108 µM), inactives show at the highest dose activity change, negative = inhibition, most hits filed as inhibitors | 1.1% of 580,000 active; active = well fitted inhibition curve with a large enough effect; inconclusive = small, poorly fitted or top-dose-only effect, or another doubt; inactive = no such curve, though single readings can be large or run the other way
Target sequence (P18054 whole entry, looked up): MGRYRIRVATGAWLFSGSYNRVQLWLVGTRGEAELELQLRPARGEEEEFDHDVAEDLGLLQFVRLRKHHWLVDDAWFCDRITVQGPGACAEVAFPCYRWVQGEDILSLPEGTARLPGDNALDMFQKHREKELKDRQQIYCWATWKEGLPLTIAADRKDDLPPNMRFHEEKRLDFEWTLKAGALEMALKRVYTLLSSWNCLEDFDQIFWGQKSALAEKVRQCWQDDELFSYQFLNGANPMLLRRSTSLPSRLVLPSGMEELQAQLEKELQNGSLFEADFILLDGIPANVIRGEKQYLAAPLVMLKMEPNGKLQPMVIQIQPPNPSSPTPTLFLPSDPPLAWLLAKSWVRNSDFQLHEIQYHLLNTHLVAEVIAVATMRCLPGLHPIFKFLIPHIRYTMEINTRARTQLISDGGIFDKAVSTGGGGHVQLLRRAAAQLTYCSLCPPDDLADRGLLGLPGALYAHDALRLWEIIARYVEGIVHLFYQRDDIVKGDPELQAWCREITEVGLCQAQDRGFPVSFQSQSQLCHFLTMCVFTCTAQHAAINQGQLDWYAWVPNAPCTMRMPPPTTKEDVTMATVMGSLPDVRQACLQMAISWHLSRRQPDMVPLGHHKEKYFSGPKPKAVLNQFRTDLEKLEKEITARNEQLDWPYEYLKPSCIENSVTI
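Purified human 12hLO at 150 nM in 25 mM Hepes, 0.01% Triton X-100, pH 7.0, preincubated 15 min at room temperature with compound. Reaction started with 40 uM arachidonic acid, 30 min at room temperature. Hydroperoxide measured by Fe-xylenol orange, 573/405 nm absorbance ratio.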
* marks the source's active call; other numbers are inactive results; ? = inconclusive; [ ] = another dose, or the depositor's remark. % is set by controls: 0 for no effect and ±100 for the full control effect; potency is the fitted concentration of half-maximal effect.

SMILES	ALOX12 inh
CCn1ncnc1C1CC(=O)Nc2cc(OC)c(NS(C)(=O)=O)cc21 (stereo unspecified)	25.3%
CCc1cccc(NC(=O)N2CC(c3nnc(C(C)C)o3)C3(CCOCC3)C2)c1 (stereo unspecified)	30.3%[activator]
CCn1c(C2CCN(S(=O)(=O)c3ccc(OC)cc3)CC2)nn(C)c1=O	13.3%
CCC(C)NC(=O)C1CC(c2ccc(F)c(C)c2)CN(C(=O)c2ccccc2)C1 (stereo unspecified)	2.3%
CC(C)c1nc2c(c(-c3ccc(Cl)cc3)n1)CCN(C(=O)c1ccc(C(F)(F)F)cc1)CC2	10.4%[6.33 µM]
Cc1nc(NCc2ccc(N3CCCC3=O)cc2)cc(C2CC(O)C2)n1 (stereo unspecified)	28.4%
COc1ccccc1-n1cc(CNC(=O)C(N)c2c(C)n[nH]c2C)cn1 (stereo unspecified)	24.9%
O=C(NC[C@H]1Cn2c(-c3ccc(F)cc3)cnc2CO1)C1CC1	2.7%[176 µM]
C=CCOc1cc(C)c2c(c1C)[C@H](O)C([C@H](C)C(=O)N(C)Cc1ccccc1)CC2 (stereo partly specified)	?
O=C(Nc1ccc(Cl)nc1)c1c[nH]c2cccnc12	28.5%[176 µM]
COCC(=O)N1CCC2(CC1)CC(N1CCN(c3ccccn3)CC1)CCO2 (stereo unspecified)	10.3%
CCN(CC)C(=O)[C@@H](C)C1CC[C@@]2(C)CC[C@H](NC(=O)COc3ccccc3)[C@@H](C)[C@@H]2[C@H]1O (stereo partly specified)	5.9%
O=C(NCC1CC1)c1cc(C2CC2)nc2onc(C3CCCNC3)c12 (stereo unspecified)	14.7%
Fc1cccc(-c2ncc[nH]2)c1	3.8%[12.5 µM]
CCOc1cc(=O)n2c(c1C(=O)NCc1ccc(F)cc1Cl)CCCC2	8.8%
COc1cc(OC)c(OC)cc1CN1CCc2nc(N3CCN(C)CC3)[nH]c(=O)c2CC1	21.6%
CCOC(=O)[C@H](CCc1ccccc1)N[C@@H](C)C(=O)N1CCCC1C(=O)O (stereo partly specified)	9.1%[57.4 µM]
Cc1nc(CN2CC3(CCN(C)C3)c3cc(C(=O)NCc4ccccc4)ccc32)cs1 (stereo unspecified)	?
CN(C)Cc1cn2c(=O)n(C)cc(-c3ccccc3Oc3ccccc3)c2n1	11.9%[176 µM]
COc1ccc2c(c1)OCC(CNC(=O)c1cnn3ccccc13)C2 (stereo unspecified)	-35.9%
COCC1CN(C(C)=O)CC12CCN(C(=O)c1cc3ccccc3[nH]1)CC2 (stereo unspecified)	20.8%
COc1ccccc1NC(=O)N1CCC(N(C(=O)C2CC2)C2CCOCC2)CC1	21.4%
CCN(C(=O)CN1C(=O)NC(c2ccc(Cl)cc2)C2=C1COC2=O)c1ccccc1 (stereo unspecified)	17.7%
COc1ccc(CN2CCC3(CC2)COCCN3C(=O)OCc2ccccc2)cc1O	?
O=C(CN1CCn2nc(CO)cc2C1)N1CCOc2ccccc21	-31.4%
CCn1cc(S(=O)(=O)NCC(=O)N2CCCCCNC(=O)CC2c2ccccc2)cn1 (stereo unspecified)	-3.7%
COc1nc2c(cc1CNC(=O)C(C)(C)OC)C(=O)N(CCc1ccccn1)C2	37.6%[activator]
CCNC(=O)Nc1ccc(OCC(=O)NCc2ccccc2OC)nc1	10.7%
COCC1CN(C(=O)CC2CCN(C(C)=O)CC2)CC12CCNCC2 (stereo unspecified)	?
COCC1CN(C)CC12CCN(C(=O)c1ccc(OC)c(F)c1)CC2 (stereo unspecified)	23.0%

A draw from above in order of SMILES length, rising:
SMILES	ALOX12 inh
CCNC(=O)Nc1ccc(OCC(=O)NCc2ccccc2OC)nc1	10.7%
COCC1CN(C(=O)CC2CCN(C(C)=O)CC2)CC12CCNCC2 (stereo unspecified)	?
COc1nc2c(cc1CNC(=O)C(C)(C)OC)C(=O)N(CCc1ccccn1)C2	37.6%[activator]

Next entries
SMILES	ALOX12 inh
Cc1cccc(-c2cccc3c4c([nH]c23)[C@@H]2C[C@H](N(C)C(=O)c3ccccc3C)[C@H]([C@H](C)O)CN2CC4)c1	9.0%
CNC(=O)C1CN(c2cccc(Cl)c2)C(=O)N1 (stereo unspecified)	-4.3%[176 µM]
COC(=O)N1CCC2(CC1)CC(=O)N(c1ccccc1)c1ccccc1O2	21.5%
CN1c2cc(C(=O)NCc3cccs3)ccc2C(=O)N2CCCCC21 (stereo unspecified)	26.1%
COc1ccccc1CCC(=O)N1CCC(Oc2ncccc2C(=O)N(C)C)C1 (stereo unspecified)	24.2%
O=C(Nc1ccc2c(c1)OCO2)C1CC(=O)N(c2n[nH]c3cc(Br)ccc23)C1 (stereo unspecified)	-11.6%
CNC(=O)[C@@H](C1CCCCC1)N1CCC[C@H]1C(=O)N1CCN(CCOC)CC1	15.8µM*
COc1ccc(CCC(=O)N2CCCC(Cc3noc(-c4ccccc4)n3)C2)cc1 (stereo unspecified)	18.1%
CCC(CC)NC(=O)O[C@H]1CC[C@@]23CCCN2C(=O)CCC[C@H]3[C@H]1Cc1ccccc1	0.4%
CCNC(=O)NCCc1noc(-c2cccnc2)n1	26.7%
CCc1nc2c(c(-c3ccc(O)cc3)n1)CCN(Cc1ccc(F)cc1)CC2	-3.4%
CCCc1nc(NCC(c2ccccn2)N2CCOCC2)c2cnn(C)c2n1 (stereo unspecified)	34.8%[activator]
O=C(Nc1cccc(Cl)c1)C1CCN(C(=O)c2ncn3c2COC(c2ccc(F)cc2)C3)CC1 (stereo unspecified)	61.5%[activator]
COc1ccc(C(=O)NCCc2noc(-c3ccncc3)n2)cn1	27.5%
CCCc1noc(-c2cn(C3CCN(C(=O)Cc4ccc(F)cc4)CC3)nn2)n1	7.4%
COc1ccccc1N1CCN(CCC(=O)N(C)Cc2ccccc2)CC1=O	37.2%
CC(C)C[C@H]1COc2ccc(Cl)cc2S(=O)(=O)N1C[C@H](NC(=O)OC(C)(C)C)C(C)C	-5.3%
O=C1C2C3C=CC(C3)C2C(=O)N1c1ccc(-c2nc(-c3ccccc3)nc3ccccc23)cc1 (stereo unspecified)	16.3%
O=C(CN1CCCc2nc(-c3ccccc3)ncc2C1=O)NCCCN1CCCC1=O	47.0%[activator]
O=C(NCc1nnc2ccc(-c3ccccc3)nn12)c1ccc[nH]c1=O	9.0%
COc1cc(NC(=O)CN2C(=O)C(c3ccccc3)=NC2(C)C)cc(OC)c1OC	18.3%
Clc1ccc2c(N3CCN(CCCN4CCN(c5ccnc6cc(Cl)ccc56)CC4)CC3)ccnc2c1	0.6%[22.9 µM]
O=C1NCCCCCCN(Cc2ccncc2)[C@@H]2CN(C(=O)Nc3ccc4c(c3)OCCO4)CC[C@@H]12	5.3%
O=C(c1ccc2ncccc2c1)N1CCC2(CC1)NCCc1c2[nH]c2ccccc12	30.9%
COc1ccccc1-c1ccnc(N[C@H]2CO[C@H]3[C@@H]2OC[C@@H]3NC(=O)CCC(=O)O)n1	?
O=C(CC1CCCC1)N1CCC(OC2CCN(Cc3ccccc3)CC2)CC1	45.3%[activator]
Cc1ccc(CNC(=O)N2CCCC3(CCC(=O)N(CC4CC4)C3)C2)cc1 (stereo unspecified)	40.5%[activator]
Cc1noc([C@@H]2CN(Cc3ccco3)C[C@H]2CO)n1	45.5%[activator]
COc1ccc(C2O[C@@H](C)[C@@H]3C(=O)N4CCc5c([nH]c6ccccc56)[C@@H]4C[C@@H]3N2C)cc1 (stereo partly specified)	-0.7%
COC[C@@H]1CN(C(=O)Cc2cccc(OC)c2)C[C@H]1c1nc(C)no1	20.6%
O=C(Nc1cccc(Cl)c1)C1=NO[C@@H]2CN(c3cccnc3)C[C@H]12	2.4%[176 µM]
COC[C@@H]1CN(C(=O)c2cccc(C#N)c2)C[C@H]1c1ccncc1	19.5%
COc1ccc(C(=O)NCCC2CCN(C(=O)Nc3ccc(C)cc3)CC2)cc1OC	44.5%
CN1CCOc2c(C(=O)NCCN3CCNC3=O)cc(Nc3cccnc3)cc21	1.0%[176 µM]
COc1cc(OC)cc(-c2nc(C3CC(=O)N(c4ccc(C)cc4)C3)no2)c1 (stereo unspecified)	-7.8%
O=C(NC1CCN(C(=O)N2CC3CC(C2)[C@H]2CCCC(=O)N2C3)CC1)c1n[nH]c2ccccc12 (stereo partly specified)	23.3%
COc1ccc(NC(=O)c2cnc3c(c2)N(C(=O)Cc2cccc(C(F)(F)F)c2)CCC3)cn1	10.0%
Cc1cc(CNC(=O)c2cc(C(C)C)nn2C)c2[nH]c(C)c(C)c2c1	-6.1%
CC(C)Cc1ccc(S(=O)(=O)N2C[C@@H](F)C[C@H]2C(=O)N2CCc3ccccc3C2)cc1	33.7%
C=CCC1(C(=O)O)CCCN(Cc2cn[nH]c2C(=O)O)C1 (stereo unspecified)	17.3%

11 entries from above, ordered by length of the SMILES, largest number first:
SMILES	ALOX12 inh
COc1ccc(C2O[C@@H](C)[C@@H]3C(=O)N4CCc5c([nH]c6ccccc56)[C@@H]4C[C@@H]3N2C)cc1 (stereo partly specified)	-0.7%
O=C1NCCCCCCN(Cc2ccncc2)[C@@H]2CN(C(=O)Nc3ccc4c(c3)OCCO4)CC[C@@H]12	5.3%
CC(C)Cc1ccc(S(=O)(=O)N2C[C@@H](F)C[C@H]2C(=O)N2CCc3ccccc3C2)cc1	33.7%
COc1ccc(NC(=O)c2cnc3c(c2)N(C(=O)Cc2cccc(C(F)(F)F)c2)CCC3)cn1	10.0%
COc1cc(OC)cc(-c2nc(C3CC(=O)N(c4ccc(C)cc4)C3)no2)c1 (stereo unspecified)	-7.8%
COC[C@@H]1CN(C(=O)Cc2cccc(OC)c2)C[C@H]1c1nc(C)no1	20.6%
Cc1cc(CNC(=O)c2cc(C(C)C)nn2C)c2[nH]c(C)c(C)c2c1	-6.1%
CN1CCOc2c(C(=O)NCCN3CCNC3=O)cc(Nc3cccnc3)cc21	1.0%[176 µM]
O=C(CC1CCCC1)N1CCC(OC2CCN(Cc3ccccc3)CC2)CC1	45.3%[activator]
C=CCC1(C(=O)O)CCCN(Cc2cn[nH]c2C(=O)O)C1 (stereo unspecified)	17.3%
Cc1noc([C@@H]2CN(Cc3ccco3)C[C@H]2CO)n1	45.5%[activator]

Other entries
SMILES	ALOX12 inh
CC(=O)Nc1cccc(C(=O)N2CCCN(c3cc(-c4ccc(C)c(C)c4)[nH]n3)CC2)c1	62.6%[activator]
Cc1cccc(CCNC(=O)c2noc(-c3ccc4c(c3)OCO4)n2)c1	-1.3%
COCCn1cc(CN2CCN(c3ccccc3F)CC2)ccc1=O	-7.7%
O=C(NCC1CC1)c1ccnc(-c2nnc3ccc(Nc4ccccc4)nn23)c1	36.4%[activator][176 µM]
COc1ccccc1-c1ccc(OCCCN2CCC(C(O)(c3ccccc3)c3ccccc3)CC2)cc1	39.8µM*
CC(C)Oc1ccc(Nc2cc3[nH]c(-c4cccc(F)c4)cc3cn2)cc1	?
CC(C)n1ccnc1C1CCCN(S(=O)(=O)c2ccccc2Cl)C1 (stereo unspecified)	19.3%
O=C(NCc1ccccc1)c1nc2c(o1)CCN(Cc1ccc(F)cc1F)CC2	16.7%[176 µM]
COC(=O)[C@]12C[C@H](CC(=O)NCCC(C)C)C(=O)N(CCc3ccc(OC)c(OC)c3)C1=C[C@H](C(C)(C)C)O[C@@H]2C	-8.1%
CCN1C(=O)C(CC(=O)NCc2ccco2)Sc2ncccc21 (stereo unspecified)	-9.2%
CCC1=C(C(=O)OC)C(c2cc(OC)ccc2OC)N2C(CC(=O)NC3CC3)=CSC2=N1 (stereo unspecified)	0.7%
COc1ccccc1C(=O)N1CCCN(CCc2ccccc2)c2ccccc21	-9.0%
C=CCN(CC#Cc1ccccc1)Cc1ccc2c(c1)OCO2	3.2%
CN[C@H]1C[C@H]2c3[nH]c4cccc(-c5ccccc5)c4c3CCN2C[C@H]1[C@H](C)O	6.3%
Cn1c(=O)c2c(nc(NCCCN3CCOCC3)n2Cc2ccc(Cl)c(Cl)c2)n(C)c1=O	0.0%
CC(=O)N1CCC(NC[C@H]2O[C@H](Cc3cc(COc4ccccc4)on3)CC[C@@H]2O)CC1	-1.5%
O=S(=O)(CS(=O)(=O)c1ccccc1Br)c1ccccc1Br	-4.6%
CN1C(=O)CS(=O)(=O)C12CCN(C(=O)COc1ccccc1)CC2	40.9%[activator]
CN1C(=O)[C@H]2CN(Cc3cccc(C#N)c3)C[C@H]2C1=O	8.7%
Cc1cccc(-c2noc(CCC(=O)N3CCC(C)(c4noc(C5CC5)n4)CC3)n2)c1	-6.4%
Cc1ccc(C2Cn3nnc(-c4noc(-c5ccc[nH]5)n4)c3CO2)cc1 (stereo unspecified)	57.5%[activator]
CCC/C(=C1/c2ccccc2C(=O)N1c1ccccc1)c1c(C)noc1C	1.4%
CC[C@H]1CN(C(=O)c2ccnc(Cl)c2)CC[C@H]1CC(=O)N1CCC(C(N)=O)CC1	28.6%[176 µM]
CCn1cc(-c2ccc(OC)cc2)cc1C(=O)NCC(=O)OC	31.1%[activator]
C=CCC(O)(CC=C)CNC1CCN(c2cccc(NC(=O)CC3CCCC3)c2)CC1	3.7%
CC1(c2ccccc2)N(Cc2ccccc2C#N)C(=O)OC12CCN(Cc1c[nH]c3ccccc13)CC2 (stereo unspecified)	31.6µM*
COc1ccccc1-c1cc(C(=O)N2CCOCC2)c2cnn(C)c2n1	3.1%[6.33 µM]
Cc1ccc(C(=O)N2CCC(Oc3ncccc3C(=O)N3CCCCC3)C2)cc1C (stereo unspecified)	65.3%[activator]
O=S(=O)(c1ccc(F)cc1)N1CCCc2nc(-c3ccccc3)ccc21	1.5%
Cc1ccc(F)cc1CC(=O)N1C[C@@H](CN2CCOCC2)[C@@H](CO)C1	13.9%
CS(=O)(=O)N1CCCN(C(=O)C2CCC2)CCNC(=O)CC1c1ccccc1 (stereo unspecified)	33.9%[activator]
COc1ccccc1CNC(=O)C1(c2ccc(NS(C)(=O)=O)cc2)CCCCC1	-2.3%
O=C(C1CC=CC1)N1CCN(C(=O)N2CC3CC(C2)[C@H]2CCCC(=O)N2C3)CC1 (stereo partly specified)	6.4%

This is a subset; the hit share may differ from the screen's.
